# Compound activity: PubChem, The Scripps Research Institute Molecular Screening Center
# CHRM1 PAM: human M1 muscarinic receptor positive allosteric modulators, primary screen, CHO-K1 cells, Fluo-8 calcium fluorescence, 1536-well; CHO-K1 hM1, ACh EC20; 0% = ACh EC20, 100% = maximal ACh; activation, % at 3 µM; 0.088% of 360,000 active; AID 588819, 2011; in the data active means activation above about 19%, passing the limit was not always enough
# Target sequence (P11229 whole entry, looked up): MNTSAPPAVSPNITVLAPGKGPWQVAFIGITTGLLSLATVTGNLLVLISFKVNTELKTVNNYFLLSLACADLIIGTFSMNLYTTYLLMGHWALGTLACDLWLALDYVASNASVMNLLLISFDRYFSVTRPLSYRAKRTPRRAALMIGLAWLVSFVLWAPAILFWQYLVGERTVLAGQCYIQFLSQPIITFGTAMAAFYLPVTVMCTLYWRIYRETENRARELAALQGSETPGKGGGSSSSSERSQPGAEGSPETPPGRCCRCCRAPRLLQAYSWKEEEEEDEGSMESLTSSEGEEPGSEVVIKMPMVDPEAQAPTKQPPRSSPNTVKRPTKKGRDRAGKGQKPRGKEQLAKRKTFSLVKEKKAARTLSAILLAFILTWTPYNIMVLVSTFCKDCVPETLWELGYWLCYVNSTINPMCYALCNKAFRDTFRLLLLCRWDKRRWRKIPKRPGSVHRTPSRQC
# CHRM1 antagonist: human M1 muscarinic receptor antagonists, primary screen, CHO-K1 cells, Fluo-8 calcium fluorescence, 1536-well. CHO-K1 hM1, ACh EC80 antagonist. inhibition, % at 3 µM. 1.3% of 360,000 active. AID 588852, 2011;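 active means percent inhibition above its own plate's cutoff, namely the mean of that plate's compound wells plus 3 SD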;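 further: peak over basal fluorescence ratio during 140 s after agonist addition; 0% = ACh EC80 plus DMSO and 100% = DMSO alone without agonist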
# M5 PAM: human M5 muscarinic receptor positive allosteric modulators, primary screen, CHO-K1 cells, Fluo-8 calcium fluorescence; Muscarinic acetylcholine receptor M5 (Homo sapiens), P08912; CHO-K1 hM5, ACh EC20 PAM; 0% = ACh EC20, 100% = ACh EC100; activation, % at 3 µM; 0.3% of 360,000 active; AID 624038, 2012;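 active means activation above the run cutoff, the mean activation of all test compounds plus 3 SD, cut at about 18% in these data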
# Target sequence (P08912 whole entry, looked up): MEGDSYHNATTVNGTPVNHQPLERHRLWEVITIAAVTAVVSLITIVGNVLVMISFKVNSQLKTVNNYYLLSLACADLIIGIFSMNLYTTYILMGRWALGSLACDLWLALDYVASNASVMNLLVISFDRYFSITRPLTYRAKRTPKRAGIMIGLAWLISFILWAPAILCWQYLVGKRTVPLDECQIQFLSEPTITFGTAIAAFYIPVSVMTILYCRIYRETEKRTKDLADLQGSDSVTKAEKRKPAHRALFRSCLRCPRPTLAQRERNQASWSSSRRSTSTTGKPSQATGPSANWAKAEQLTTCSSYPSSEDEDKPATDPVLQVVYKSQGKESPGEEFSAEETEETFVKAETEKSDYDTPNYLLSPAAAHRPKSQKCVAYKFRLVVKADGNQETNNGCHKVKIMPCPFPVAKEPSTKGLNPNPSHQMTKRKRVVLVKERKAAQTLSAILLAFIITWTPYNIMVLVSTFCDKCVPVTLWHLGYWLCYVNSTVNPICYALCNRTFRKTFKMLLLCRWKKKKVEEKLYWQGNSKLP
#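 System: CHO-K1 hM5 cells. Reagent: acetylcholine, EC20 level. Compound dosing: single dose, 3 µM nominal final test concentration. Timing: Post-acetylcholine fluorescence recording 140 s. Detection: Fluo-8 calcium fluorescence. Read-out: % activation, ACh-normalized. Benchmarks: ACh EC20 and EC100 wells. Repeats: singlicate, one well per test compound.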
# CHRM5 agonist: human M5 muscarinic receptor agonists, primary screen, CHO-K1 cells, Fluo-8 calcium fluorescence; Muscarinic acetylcholine receptor M5 (Homo sapiens), P08912; CHO-K1 hM5 cells; 0% DMSO wells, 100% maximal acetylcholine response; activation, % at 3 µM; 0.19% of 360,000 active; AID 624037, 2012;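 active means activation above the run's mean over test compounds plus 3 SD, cut at about 23% in these data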;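 further: signal is peak over basal fluorescence ratio across the kinetic read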
# CHRM4 agonist: human M4 muscarinic receptor agonists, primary screen, CHO-K1 cells, Fluo-8 calcium fluorescence. CHO-K1 hM4/Gqi5; vehicle 0%, full acetylcholine response 100%. 0.14% of 360,000 active. activation, % at 3 µM. Muscarinic acetylcholine receptor M4 (Homo sapiens), P08173;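 active means activation above the run mean over all test wells plus 3 SD, cut at about 32% in these data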;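 further: peak over basal fluorescence ratio per well then scaled between controls; 0% = DMSO wells and 100% = acetylcholine at EC100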
# M1 ag: human M1 muscarinic receptor agonists, primary screen, Fluo-8 calcium fluorescence, CHO-K1 cells, HTS; Muscarinic acetylcholine receptor M1 (Homo sapiens), P11229; CHO-K1 hM1, agonist mode; 0% DMSO, 100% acetylcholine EC100; activation, % at 3 µM; 0.33% of 360,000 active; AID 588814, 2011;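 active means activation above the run's mean compound activation plus 3 SD, cut at about 16% in these data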;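 further: peak over basal fluorescence ratio within a 140 s kinetic read after compound addition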
# CHRM4 antagonist: human M4 muscarinic receptor antagonists, primary screen, CHO cells, Fluo-8 calcium fluorescence; CHO-hM4 cells, ACh EC80; inhibition, % at 3 µM; 0.73% of 360,000 active;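 active means inhibition above its plate's cutoff, the mean inhibition of sample wells plus 3 SD, cut at about 27% in these data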;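 further: 0% = acetylcholine EC80 with DMSO and 100% = DMSO without agonist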
# CHRM5 antagonist: human M5 muscarinic receptor antagonists, primary screen, CHO cells, Fluo-8 calcium fluorescence. 0.59% of 360,000 active. inhibition, % at 3 µM. CHO-hM5 cells, ACh EC80;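 active means inhibition above a per-plate cutoff, the mean of that plate's test compounds plus 3 SD, cut at about 27% in these data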;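 further: 0% = acetylcholine EC80 with DMSO and 100% = DMSO without agonist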
# TAAR1 agonist: human TAAR1 agonists, primary screen, Fluo-8 calcium fluorescence, CHO RD-HGA16 cells. activation, % at 3 µM. vehicle wells 0%, saturating PEA agonist 100%. AID 624467, 2012. 0.99% of 360,000 active;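 active means activation above the mean activation of all test compounds in the run plus 3 SD, cut at about 38% in these data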
#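 Test system: RD-HGA16 (CHO) cells co-expressing Gα16 and hTAAR1 | Doses: Single dose, 3 µM | Schedule: 17-24 h seeding, 75 min 37 °C dye, 30 min RT | Evaluation: % activation from peak over basal fluorescence ratio, DMSO-to-PEA scaled | Technique: Kinetic Fluo-8 calcium fluorescence | Benchmarks: Low control DMSO, high control PEA (EC100)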
# Starred values were filed as active, the others as inactive. These rows are one share of the data; count on the stated rates, not on these rows.
Compound	CHRM1 antagonist	CHRM1 PAM	CHRM4 agonist	CHRM4 antagonist	TAAR1 agonist	CHRM5 agonist	M5 PAM	CHRM5 antagonist	M1 ag
COc1ccc(C)cc1NC(=O)CSc1nnc(-c2ccco2)n1Cc1ccco1	-8	12	-4	2	2	-2	-1	-4	-5
Cc1cc(C)nc(NC(=O)Nc2ccc(F)cc2F)n1	-2	3	0	-5	-1	-2	0	4	-2
COC(=O)c1cc(=O)n(Cc2ccc(F)cc2)c(=NCc2ccc(F)cc2)s1	-4	1	1	-7	4	-2	-1	-1	-3
CCOC(=O)c1c(C)n(C)c2ccc(O)c(CN(C)C)c12	-4	7	0	18	-3	-3	-8	5	-4
COc1ccc(S(=O)(=O)N2CCCOC2CNC(=O)C(=O)NCc2ccccn2)cc1 (stereo unspecified)	-1	-3	1	2	5	-3	-7	-2	0
O=C(c1c[nH]c(=O)n(-c2ccccc2)c1=O)N1CCc2ccccc21	14	-2	1	-19	11	-2	2	-9	-2
CCCCNC(=O)CSc1nc2ccccc2n1S(=O)(=O)c1ccc(Br)cc1	0	3	1	3	5	-1	-4	-2	-5
c1ccc(Oc2cccc(OCCn3cncn3)c2)cc1	-15	0	0	4	1	-4	5	-3	-4
Cc1ccc(NS(=O)(=O)c2ccc(C(=O)NCc3ccccn3)cc2)cc1	8	-2	15	5	96*	22	-6	9	28*
S=C(NCCN1CCOCC1)N/N=C/c1c2ccccc2cc2ccccc12	7	-9	1	-6	7	-15	-10	1	-7
CC1Sc2ccc(S(=O)(=O)CCC(=O)N3CCN(c4ccccc4)CC3)cc2NC1=O (stereo unspecified)	17	-8	10	3	8	-1	-5	10	0
Cc1cccc(NC(=O)CSc2nnc(CSc3nc(C)cc(C)n3)n2Cc2ccco2)c1	2	3	0	-9	3	-2	15	-5	-3
C=CC(C)(C)c1cc2cc3ccoc3cc2oc1=O	-2	-3	5	-1	5	7	-1	-1	-6
COc1ccccc1C1CCN(Cc2ccc(C)cc2)CC1	-9	3	2	-10	6	-9	-5	1	-5
Cc1c(C(c2cccc(O)c2)c2c(C)n(C)n(-c3ccccc3)c2=O)c(=O)n(-c2ccccc2)n1C	-3	7	2	-1	-1	-3	-1	-5	-9
Cc1ccsc1-c1nc(CN2CCN(C)C(=O)[C@@H]2C)c(C)o1	-8	13	0	3	-1	2	0	9	-1

# Taken from the entries so far, two compounds:
Compound	CHRM1 antagonist	CHRM1 PAM	CHRM4 agonist	CHRM4 antagonist	TAAR1 agonist	CHRM5 agonist	M5 PAM	CHRM5 antagonist	M1 ag
Cc1c(C(c2cccc(O)c2)c2c(C)n(C)n(-c3ccccc3)c2=O)c(=O)n(-c2ccccc2)n1C	-3	7	2	-1	-1	-3	-1	-5	-9
Cc1ccsc1-c1nc(CN2CCN(C)C(=O)[C@@H]2C)c(C)o1	-8	13	0	3	-1	2	0	9	-1

# Next records follow:
Compound	CHRM1 antagonist	CHRM1 PAM	CHRM4 agonist	CHRM4 antagonist	TAAR1 agonist	CHRM5 agonist	M5 PAM	CHRM5 antagonist	M1 ag
Cc1nc2ccccn2c1C(=O)CSc1cccc(Cl)c1	-3	3	11	-4	12	15	-7	10	0
CCCc1cc2c(=O)c(-c3ccc4c(c3)OCCO4)coc2cc1OC(=O)c1ccco1	-26	4	1	-17	4	-4	0	6	-4
Cc1cc(OCC(=O)Nc2ccccc2F)nc(C(C)C)n1	-8	9	-1	-7	5	-2	10	-7	-3
CC(=O)Nc1cccc(-c2csc(C(O)c3ccc(F)c(F)c3)n2)c1 (stereo unspecified)	-2	-4	12	5	11	4	1	6	3
CN1CCN(c2ccc([N+](=O)[O-])cc2/C=N/NC(=O)c2ccc(F)cc2)CC1	5	0	1	1	13	-4	-9	5	-2
CCCCN(C(=O)c1cc(CN2C(=O)c3ccccc3C2=O)ccc1OC)c1c(N)n(CC(C)C)c(=O)[nH]c1=O	-8	15	1	-13	-2	4	15	-12	-3
CCOC(=O)c1ccc(NC(=O)C2=C(C)Nc3nc(CCCO)nn3C2c2ccc(OC)cc2)cc1 (stereo unspecified)	-10	8	0	0	6	-8	0	0	-3
O=C(Cc1c(F)cccc1Cl)NNC(=O)c1ccccc1Cl	-6	9	0	2	2	0	-2	8	-1

# Profiles, quoted from the list. Order of values: CHRM1 antagonist | CHRM1 PAM | CHRM4 agonist | CHRM4 antagonist | TAAR1 agonist | CHRM5 agonist | M5 PAM | CHRM5 antagonist | M1 ag
# `CC(=O)Nc1cccc(-c2csc(C(O)c3ccc(F)c(F)c3)n2)c1` (stereo unspecified) across the screens: -2 | -4 | 12 | 5 | 11 | 4 | 1 | 6 | 3
# `CCOC(=O)c1ccc(NC(=O)C2=C(C)Nc3nc(CCCO)nn3C2c2ccc(OC)cc2)cc1` (stereo unspecified) across the screens: -10 | 8 | 0 | 0 | 6 | -8 | 0 | 0 | -3
# `CN1CCN(c2ccc([N+](=O)[O-])cc2/C=N/NC(=O)c2ccc(F)cc2)CC1` across the screens: 5 | 0 | 1 | 1 | 13 | -4 | -9 | 5 | -2
# `CCCCN(C(=O)c1cc(CN2C(=O)c3ccccc3C2=O)ccc1OC)c1c(N)n(CC(C)C)c(=O)[nH]c1=O` across the screens: -8 | 15 | 1 | -13 | -2 | 4 | 15 | -12 | -3
# `O=C(Cc1c(F)cccc1Cl)NNC(=O)c1ccccc1Cl` across the screens: -6 | 9 | 0 | 2 | 2 | 0 | -2 | 8 | -1

# More entries
Compound	CHRM1 antagonist	CHRM1 PAM	CHRM4 agonist	CHRM4 antagonist	TAAR1 agonist	CHRM5 agonist	M5 PAM	CHRM5 antagonist	M1 ag
Cc1ccc(S(=O)(=O)Nc2cc(C(=O)O)ccc2N2CCCCC2)cc1	-6	4	0	16	0	0	-7	-2	-4
COC(=O)c1ccc(NC(=O)c2ccccc2-c2ccccc2C(=O)O)cc1	-1	3	2	-3	3	5	-5	8	-1
COc1ccccc1Cn1cccc1C=O	-6	9	0	-1	9	-1	5	4	-3
COc1ccccc1Cc1nc(-c2ccc(Br)o2)no1	-10	0	-2	6	0	-3	0	2	-6
CCCCCCN(C(=O)CCCN1C(=O)NC(c2ccc(-c3ccccc3)cc2)C(C(=O)OCc2ccccc2)=C1C)C(C)C(=O)NCCCC (stereo unspecified)	6	-6	1	4	3	2	2	-11	-4
Cc1c(C(=O)NCCCN2CCOCC2)oc2c1C1(CCC2)SCCS1	14	-16	3	-6	9	-4	-1	-1	-11
CCN(CC)S(=O)(=O)c1cccc(NC(=O)c2ccc(C#N)cc2)c1	12	-3	12	-14	6	9	-4	4	-4
COc1ccc(S(=O)(=O)N2CCN(C)CC2)cc1NC(=O)c1ccccc1F	-12	10	0	10	-2	-3	3	10	-9
O=C(NC(=O)c1ccc(C(F)(F)F)cc1)Nc1ccc(-c2cnco2)cc1	-21	21	0	5	7	7	18	-2	1
O=C(/C=C/Nc1ccccc1)c1ccccc1	-11	7	2	-4	6	-2	3	0	-2
COc1cc(S(=O)(=O)N2CCN(c3ccccc3)CC2)ccc1F	5	-1	1	0	5	1	-3	1	-4
CCOC(=O)CNC(=O)c1sc(NC(=O)/C=C/c2ccccc2)nc1C	-16	8	0	-3	2	-5	7	-3	-3
CNC(=S)N(CCO)Cc1cc2cc3c(cc2[nH]c1=O)OCCO3	-7	2	1	0	-1	-5	2	5	-4
O=C(NCc1nnnn1-c1ccc(F)cc1)c1ccc(S(=O)(=O)N2CCOCC2)cc1	-30	10	1	-8	2	1	-1	-1	1
O=C(NC(NC(=S)Nc1ccccc1O)C(Cl)(Cl)Cl)c1ccco1 (stereo unspecified)	6	0	1	8	1	-2	-2	-5	-6
Cn1c(SCC(=O)NC(=O)NCc2ccco2)nnc1C(F)(F)F	-1	7	1	-11	5	-2	1	3	-3
CCC1CCCCN1CCCNC(=O)c1ccc2c(=O)n(Cc3ccc(OC)cc3)c(=O)[nH]c2c1 (stereo unspecified)	1	4	6	-1	3	-7	6	-7	-6
CCCOc1ccc(C(CC(=O)O)NC(=O)Cc2ccccc2)cc1 (stereo unspecified)	-13	10	1	8	-1	0	-4	4	-2
c1ccc(C(c2ccccc2)N2CCN(Cc3nnnn3C3CCCCC3)CC2)cc1	-1	3	-1	0	-3	-1	-1	-4	-5
CC(=O)Nc1sc2c(c1C(N)=O)CCCC2	-2	5	1	-15	2	-1	12	-10	-4

# Part of the list above in order of length of the SMILES, lowest first.
Compound	CHRM1 antagonist	CHRM1 PAM	CHRM4 agonist	CHRM4 antagonist	TAAR1 agonist	CHRM5 agonist	M5 PAM	CHRM5 antagonist	M1 ag
CC(=O)Nc1sc2c(c1C(N)=O)CCCC2	-2	5	1	-15	2	-1	12	-10	-4
O=C(NC(NC(=S)Nc1ccccc1O)C(Cl)(Cl)Cl)c1ccco1 (stereo unspecified)	6	0	1	8	1	-2	-2	-5	-6
O=C(NCc1nnnn1-c1ccc(F)cc1)c1ccc(S(=O)(=O)N2CCOCC2)cc1	-30	10	1	-8	2	1	-1	-1	1
CCC1CCCCN1CCCNC(=O)c1ccc2c(=O)n(Cc3ccc(OC)cc3)c(=O)[nH]c2c1 (stereo unspecified)	1	4	6	-1	3	-7	6	-7	-6
